Bioassay records: PubChem BioAssay, National Center for Advancing Translational Sciences (NCATS)
GAA inhib: blocks human lysosomal alpha-glucosidase; 200,000 compounds, 0.005% hits; P10253; Potency, µM (doses to about 76.9 µM), for the others: top-dose activity change, negative = inhibition, actives largely listed as inhibitors; purified human GAA, 4-MU-alpha-glucoside fluorescence;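 also: plate controls were uninhibited enzyme wells for no effect and no-enzyme background for full effect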
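Activity normalized between no-enzyme (basal) and enzyme-only wells. Conditions: 4 nM human enzyme, 400 uM fluorogenic substrate, citrate/phosphate pH 5.0 with Tween-20, 20 min room temperature, compounds up to 77 uM.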
GAA spleen mod: lysosomal alpha-glucosidase (human) modulation | Potency, µM (doses to about 79.9 µM), for inactives: at the highest dose activity change, negative = inhibition, usual class: inhibitors | P10253 | human spleen homogenate, 4-MU-alpha-glucoside fluorescence | 240,000 compounds, 0.006% hits;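 also: 0% = enzyme with vehicle and -100% = no enzyme basal signal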
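Compounds were titrated against alpha-glucosidase in spleen homogenate at pH 5.0, with 1 mM 4-methylumbelliferyl substrate for 40 min at 37 C. Reactions were quenched with pH 10 NaOH/glycine and fluorescence measured.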
GAA glycogen: alters human alpha-glucosidase cleavage of glycogen. 300,000 compounds, 0.38% hits. Potency, µM (titrated, usually from 76.4 µM), for the others: at the highest dose activity change, negative = inhibition, most hits filed as inhibitors. P10253. recombinant GAA, glycogen substrate, Amplex Red glucose oxidase fluorescence;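 also: 0% = full enzyme reaction and -100% = no-enzyme basal signal; the screen sought inhibitors and activators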
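Recombinant human enzyme (4 nM); glycogen substrate; 37 C, 40 min, pH 5.0. Readout: coupled glucose oxidase/Amplex Red fluorescence.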
GoLoco inh red: inhibitors of human Gai1-RGS12 GoLoco interaction (red fluorophore); Gai1:RGS12 GoLoco peptide FP, rhodamine, 10 min; Potency, µM (titrated, usually from 61.6 µM), without a hit: at the top dose activity, negative = inhibition, most hits filed as inhibitors; 230,000 compounds, 0.44% hits; P63096; AID 880; active = well fitted inhibition curve with a large enough effect, not every such curve was filed as active; inactive = no such curve, though single readings can be large or run the other way; also: % is scaled to controls: 0 for no effect and ±100 for the full control effect; nearly all actives have a fitted effect of over 30% in size; many of its hits are not listed in these tables
Target sequence (P63096 whole entry, looked up): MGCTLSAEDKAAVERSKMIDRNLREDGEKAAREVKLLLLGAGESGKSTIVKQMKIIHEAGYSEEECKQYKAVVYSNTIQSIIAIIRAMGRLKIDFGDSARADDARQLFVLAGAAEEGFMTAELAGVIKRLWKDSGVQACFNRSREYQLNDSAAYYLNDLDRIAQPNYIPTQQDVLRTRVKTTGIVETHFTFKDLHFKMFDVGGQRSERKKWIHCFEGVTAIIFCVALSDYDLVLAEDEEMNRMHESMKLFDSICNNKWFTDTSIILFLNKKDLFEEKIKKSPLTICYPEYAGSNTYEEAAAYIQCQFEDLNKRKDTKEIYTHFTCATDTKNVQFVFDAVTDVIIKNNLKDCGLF
HTT aggregate: inhibitors of mutant huntingtin aggregate formation in PC12 cells | 220,000 compounds, 1.1% hits | Potency, µM (titrated, usually from 46.1 µM), without a hit: top-dose activity change, negative = inhibition, most hits filed as inhibitors | PC12 HttQ103-GFP aggregates, Acumen cytometry, 40 h | AID 1688; also: % is scaled to controls: 0 for no effect and ±100 for the full control effect; nearly all actives have a fitted effect of over 60% in size
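Read-out: GFP aggregate count by laser scanning cytometer (488 nm excitation, 500-530 nm emission, 1–25 µm objects >6 SD above background). Cells: PC12, inducible HTTex1-Q103-GFP, 100 nM tebufenozide; compounds titrated.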
HTT cytoprotect: Huntington cell model cytoprotection by ATP luminescence. PC12 HTT-Q103 induced, cytoprotection, ATP luminescence, 40 h. Potency, µM (doses to about 56.4 µM), for the others: cytoprotection (ATP increase), usual class: activators. 230,000 compounds, 0.14% hits. AID 1471;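 also: % of control where 0% means no effect; nearly all actives have a fitted effect of over 45% in size; toxic huntingtin expression switched on by the ecdysone agonist tebufenozide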
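ATP quantification (ATPlite) reports survival of PC12 cells in which tebufenozide, 100 nM final, switches on Htt exon 1 with 103 glutamines linked to GFP; compounds are titrated.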
IMPase Li inh: IMPase inhibition in cells with lithium potentiation; CHO-M1 cells, IP1 TR-FRET (IP-One), carbachol + lithium; 210,000 compounds, 0.35% hits; Potency, µM (highest dose often 59.4 µM), for the others: top-dose activity, negative = IMPase inhibition, most hits filed as inhibitors;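 also: IP1 builds up when IMPase is blocked and the TR-FRET signal falls; plate controls were basal vehicle for no effect and high inhibitor control for full effect; nearly all actives have a fitted effect of over 50% in size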
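Readout is a homogeneous TR-FRET IP1 immunoassay (Ex 320, Em 665 and 620), where raised cytosolic IP1 lowers signal. Cells were CHO-M1 treated 30 min at 37C with test compounds plus a little lithium; AC50 values came from Hill-equation fitting.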
* = called active by the depositor; ? = inconclusive; / = no result given; & = joins results of further samples; [ ] = remark or other dose. Unless noted, calls follow the shape of the dose curve; as a rule, active = well fitted curve in the direction sought with a large enough effect; inconclusive = small, poorly fitted or top-dose-only effect, or another doubt; inactive = no such curve, though single readings can be large; an effect the other way counts as inactive or inconclusive. Potency is read from the fitted curve at half-maximal effect. Only part of the results is shown; rates above refer to the full screens.

1. Cc1ccc(NC(=S)N2CCC(N(C)CC3CCCO3)CC2)c(C)c1 (stereo not drawn)
2. CCOC(=O)CSc1nnc(-c2ccc([N+](=O)[O-])cc2)o1
3. COc1ccc(-c2nc3cnc(N4CCNCC4)nc3n(Cc3ccc(F)cc3)c2=O)cc1
4. CC(=O)c1c(C)[nH]c(C(=O)OC(C)C(=O)Nc2cc(S(=O)(=O)N3CCCCC3)ccc2Cl)c1C (stereo not drawn)
5. O=C(CCN1C(=O)c2ccccc2C1=O)Nn1cnnc1
entry no.,1,2,3,4,5
GAA glycogen,3%,-7%,/,8%,-1%
GAA inhib,-6%,5%,/,-10%,-2%
HTT cytoprotect,-14%,8%[10 µM],9%,-17%[10 µM],10%[10 µM]
GoLoco inh red,10%,1%,-2%,7%,-3%
HTT aggregate,1%,14%[9.22 µM],/,19%,-4%
GAA spleen mod,3%,-2%,-1%,4%,1%
IMPase Li inh,21%[38.3 µM],1%,7%,4%,3%[38.3 µM]

6. CCOP(=O)(OCC)c1nc(-c2ccc(OC)cc2)oc1N1CCOCC1
7. CSc1ncc(CN2CCN(C3CCCCC3)C(CCO)C2)cn1 (stereo not drawn)
8. CC(N)c1ccc(Cl)cc1Cl (stereo not drawn)
9. c1ccc2c(c1)oc1c(NCC3CCCO3)ncnc12 (stereo not drawn)
10. COc1ccc(-c2ncn(CCC#N)c2[N+](=O)[O-])cc1
entry no.,6,7,8,9,10
GAA glycogen,-5%,-8%,-4%,-2%,8%
GAA inhib,/,-4%,0%,5%,1%
HTT cytoprotect,5%[10 µM],0%[10 µM],-13%[10 µM],-10%,-1%
GoLoco inh red,8%,15%,/,-3%,8%
HTT aggregate,-8%[9.22 µM],-10%[9.22 µM],?,-32%,13%
GAA spleen mod,2%,-16%,-21%,7%,-5%
IMPase Li inh,/,15%,/,-3%[38.3 µM],-1%

11. O=C(NC1CCCCC1)c1ccccc1NC(=O)C1CC(=O)N(c2ccccc2)C1 (stereo not drawn)
12. CC1CN(C(=O)c2cc3ccccc3oc2=O)CC(C)O1 (stereo not drawn)
13. Cn1c(Cn2c(=O)sc3ccccc32)nnc1SCc1cccnc1
14. Cc1cccc(C(=O)OCC(=O)NCCCc2ccccc2)c1
15. O=C(Nc1ccc(Cl)cc1)Nc1cccnc1
entry no.,11,12,13,14,15
GAA glycogen,8%,5%,7%,4%,-7%
GAA inhib,9%,-6%,0%,?,1%
HTT cytoprotect,0%[1.9 µM],-8%,-17%,-19%,-38%
GoLoco inh red,1%,5%,-2%,4%,-5%
HTT aggregate,-1%,24%,2%,-3%,-20%
GAA spleen mod,-4%,4%,4%,-3%,-7%
IMPase Li inh,5%,1%[38.3 µM],8%[38.3 µM],3%,32%[38.3 µM]

9 structures from above, ordered by length of the SMILES, largest number first.
4. CC(=O)c1c(C)[nH]c(C(=O)OC(C)C(=O)Nc2cc(S(=O)(=O)N3CCCCC3)ccc2Cl)c1C (stereo not drawn)
6. CCOP(=O)(OCC)c1nc(-c2ccc(OC)cc2)oc1N1CCOCC1
10. COc1ccc(-c2ncn(CCC#N)c2[N+](=O)[O-])cc1
13. Cn1c(Cn2c(=O)sc3ccccc32)nnc1SCc1cccnc1
7. CSc1ncc(CN2CCN(C3CCCCC3)C(CCO)C2)cn1 (stereo not drawn)
14. Cc1cccc(C(=O)OCC(=O)NCCCc2ccccc2)c1
5. O=C(CCN1C(=O)c2ccccc2C1=O)Nn1cnnc1
entry no.,4,6,10,13,7,14,5
GAA glycogen,8%,-5%,8%,7%,-8%,4%,-1%
GAA inhib,-10%,/,1%,0%,-4%,?,-2%
HTT cytoprotect,-17%[10 µM],5%[10 µM],-1%,-17%,0%[10 µM],-19%,10%[10 µM]
GoLoco inh red,7%,8%,8%,-2%,15%,4%,-3%
HTT aggregate,19%,-8%[9.22 µM],13%,2%,-10%[9.22 µM],-3%,-4%
GAA spleen mod,4%,2%,-5%,4%,-16%,-3%,1%
IMPase Li inh,4%,/,-1%,8%[38.3 µM],15%,3%,3%[38.3 µM]

15. O=C(Nc1ccc(Cl)cc1)Nc1cccnc1
8. CC(N)c1ccc(Cl)cc1Cl (stereo not drawn)
entry no.,15,8
GAA glycogen,-7%,-4%
GAA inhib,1%,0%
HTT cytoprotect,-38%,-13%[10 µM]
GoLoco inh red,-5%,/
HTT aggregate,-20%,?
GAA spleen mod,-7%,-21%
IMPase Li inh,32%[38.3 µM],/

(more compounds)
16. O=C(C[n+]1ccccc1)Nc1ccccc1Br
17. CC(C)(C)C(=O)Nc1nnc(SCc2cccc(F)c2)s1
18. COc1ccccc1N(CC(=O)NCc1ccccn1)S(C)(=O)=O
19. Cc1ccc(-c2nc(CS(=O)(=O)CC(=O)N3CCCCCC3)c(C)o2)cc1
20. N#Cc1cnn2ccc(-c3ccc4c(c3)CCC4)nc12
entry no.,16,17,18,19,20
GAA glycogen,5%,2%,-9%,6%,9%
GAA inhib,7%,-6%,-12%,0%,?
HTT cytoprotect,12%[10 µM],-45%[inhibitor],10%[1.9 µM],-7%,13%[10 µM]
GoLoco inh red,-3%,10%,11%,-9%,9%
HTT aggregate,-14%[9.22 µM],-28%,13%,-20%,-21%
GAA spleen mod,-1%,/,0%,-17%,6%
IMPase Li inh,11%,-1%,5%[38.3 µM],30%[38.3 µM],-5%

21. O=C(NCc1csc2ccc(Cl)cc12)Nc1cccc2ccccc12
22. O=S(=O)(NC1CCN(Cc2ccccc2)CC1)c1ccc2ccccc2c1
23. COC(=O)c1cc(C#N)c(Oc2cccc(C)c2C)nc1C
24. COC(=O)c1sc(N2C(=O)C(=O)/C(=C(/O)c3ccc(C)cc3)C2c2ccco2)nc1C (stereo not drawn)
25. COc1cc([N+](=O)[O-])ccc1NC(=O)CN1CCOCC1
entry no.,21,22,23,24,25
GAA glycogen,-13%,-3%,-5%,3%,19%
GAA inhib,3%,/,3%,/,-3%
HTT cytoprotect,2%[10 µM],-25%[10 µM],?,18%[10 µM],/
GoLoco inh red,13%,10%,4%,9%,1%
HTT aggregate,14%[9.22 µM],0%,-2%,-5%[9.22 µM],1%
GAA spleen mod,-1%,6%,2%,-3%,3%
IMPase Li inh,/,28%,29%[38.3 µM],/,6%

26. Cc1cc(C(C)(C)C)oc1C(=O)N(CC(=O)NC1CCCC1)Cc1ccc(Cl)cc1
27. Nc1c(S(=O)(=O)c2cccc(Cl)c2)c2nc3ccccc3nc2n1CCN1CCOCC1
28. CCC(C)(C(=O)NC1CCCCC1)N(C(=O)CC1NC(=O)NC1=O)c1c(C)n(C)n(-c2ccccc2)c1=O (stereo not drawn)
29. CN(C)c1ccc2c(c1)Sc1cc(N(C)C)ccc1N2C(=O)c1ccccc1
30. CCS(=O)(=O)N1CCN(Cc2ccc([N+](=O)[O-])cc2)CC1
entry no.,26,27,28,29,30
GAA glycogen,-2%,11%,2%,-5%,1%
GAA inhib,3%,4%,0%,/,7%
HTT cytoprotect,4%[10 µM],-11%[0.074 µM],7%[10 µM],33%[10 µM],12%[10 µM]
GoLoco inh red,4%,7%,11%,-4%,-15%
HTT aggregate,-22%,-21%,-3%,-10%[9.22 µM],24%
GAA spleen mod,-17%,4%,6%,-18%,-1%
IMPase Li inh,19%,-2%[38.3 µM],-1%,/,14%

31. O=C(O)c1ccc(N=NN2CCOCC2)cc1
32. CCOc1ccc(S(=O)(=O)NCC(=O)N(C)Cc2cccnc2)cc1
33. COc1ccc(Nc2nc(C(=O)N3CCc4cc(OC)c(OC)cc4C3)cs2)cc1
34. COC(=O)c1cccc(C(=O)N2CCCC(C(=O)c3cc(F)ccc3F)C2)c1 (stereo not drawn)
35. COC(=O)COc1ccc(S(=O)(=O)N2CCOCC2)cc1C
entry no.,31,32,33,34,35
GAA glycogen,6%,-10%,?,1%,-15%
GAA inhib,1%,3%,/,2%,0%
HTT cytoprotect,?,-4%,15%[10 µM],7%[10 µM],1%
GoLoco inh red,8%,-30%,4%,13%,7%
HTT aggregate,-2%,7%,12%[9.22 µM],17%[9.22 µM],-7%
GAA spleen mod,3%,1%,23%,1%,-5%
IMPase Li inh,-4%,24%[38.3 µM],/,19%,18%[38.3 µM]

36. Cn1c(NCC(O)CO)nc2c1c(=O)n(Cc1ccc(Cl)c(Cl)c1)c(=O)n2C (stereo not drawn)
37. CCC(C)Oc1cccc(C(=O)Nc2ccccc2N2CCOCC2)c1 (stereo not drawn)
38. C#CCOCCOCCOCCNc1nc(N2CCN(C(=O)[C@H](CCCCN)n3cc(C(N)CC(C)C)nn3)CC2)nc(N2CCN(C(=O)[C@H](CCC(=O)O)n3cc(C(N)[C@H](C)CC)nn3)CC2)n1 (stereo partly drawn)
39. CCN(CC)c1ccc(/C=C(/C#N)C(=O)NC(C)C)o1
40. COC(=O)C1=C(C(=O)OC)[C@@H]2N(Cc3ccccc3)c3ccccc3[C@@]23C[C@@H](C(=O)OC)N=C3N1
entry no.,36,37,38,39,40
GAA glycogen,1%,4%,9%,-25%,3%
GAA inhib,-4%,-9%,/,?,/
HTT cytoprotect,-17%,-21%,18%[10 µM],8%[10 µM],-2%&7%[10 µM]
GoLoco inh red,5%,5%,-4%,0%,-1%[14.2 µM]
HTT aggregate,5%,-1%,9%[9.22 µM],4%[9.22 µM],4%[9.22 µM]
GAA spleen mod,0%,4%,7%,-3%,10%[17.4 µM]
IMPase Li inh,8%[38.3 µM],21%[38.3 µM],1%,51%[activator],4%

41. CCOc1ccc(NC(=O)c2ccc(NC(=O)c3cn4c5c(c(N6CCN(C)CC6)c(F)cc5c3=O)OCC4C)cc2)cc1 (stereo not drawn)
42. NC(=O)C(c1ccc(Cl)cc1)c1ncc(C(F)(F)F)cc1Cl (stereo not drawn)
43. Cc1c(Cl)cccc1NC(=O)CN1CCN(CCN=CC2=C(O)CC(c3ccccc3)CC2=O)CC1 (stereo not drawn)
44. O=C(NCc1ccccc1)c1n[nH]nc1-c1ccccc1O
45. CSc1ccc(CN2C(=O)NC3(CCCCC3)C2=O)cc1
entry no.,41,42,43,44,45
GAA glycogen,-4%,9%,4%,0%,4%
GAA inhib,-3%,4%,2%,-8%,-10%
HTT cytoprotect,/,-21%,-29%,-16%,-35%
GoLoco inh red,-5%,3%,5%,2%,-1%
HTT aggregate,1%,0%,-2%,13%[9.22 µM],11%
GAA spleen mod,-2%,-1%,-1%,1%,2%
IMPase Li inh,7%,2%[38.3 µM],5%,-6%[38.3 µM],2%
